Bioassay records as filed in PubChem BioAssay.
Mtb BioA inh: M. tuberculosis BioA enzyme inhibitors, primary screen, biochemical, plate reader, single point, HTS | AID 602481, 2012 | actives 0.096% (n = 360,000) | inhibition, % at 9.99 µM | purified M. tuberculosis BioA enzyme; in the data active means inhibition above about 40%
Active calls of the source: *. The list is partial; the hit share may differ from the screen's.

no. | SMILES | Mtb BioA inh
1 | CO[C@H]1CN(C)C(=O)c2cc(NC(=O)C3CCCCC3)ccc2OC[C@H](C)N(Cc2nccs2)C[C@H]1C | 0.2
2 | COc1ccc(NC(=O)Nc2ccc3c(c2)[C@@H]2C[C@@H](CC(=O)N(C)C)O[C@H](CO)[C@@H]2O3)cc1 | -1.3
3 | COc1cccc(NC(=O)N[C@H]2C=C[C@H](CC(=O)N3CCOCC3)O[C@@H]2CO)c1 | -2.0
4 | O=S(=O)(c1ccccc1)N1CCCCN2[C@H](C1)[C@H](c1ccc(-c3ccccc3F)cc1)[C@@H]2CO | -4.6
5 | C=CCNC(=O)[C@@H]1[C@H]2C(=O)O[C@H](c3ccccc3)[C@H](c3ccccc3)N2[C@H](c2ccccc2OCCO)[C@@]12C(=O)N(C(=O)OCCOC)c1ccc(C#CC3=CCCCC3)cc12 | -0.7
6 | N#C[C@H]1[C@@H](c2ccc(C3=CCCCC3)cc2)[C@H](CO)N1C(=O)c1ccccn1 | 0.6
7 | C[C@@H]1CN([C@H](C)CO)C(=O)c2cccc(NS(=O)(=O)c3ccc(F)cc3)c2O[C@@H]1CN(C)C(=O)Nc1cccc2ccccc12 | -1.2
8 | C[C@@H]1CN([C@@H](C)CO)C(=O)c2cccc(N(C)C)c2O[C@@H]1CN(C)S(C)(=O)=O | -0.5
9 | OC[C@@H]1[C@@H](c2ccc(/C=C/c3ccccc3)cc2)[C@@H]2CN(Cc3cncnc3)CCCCN12 | -2.6
10 | Cc1noc(C)c1NC(=O)N(C)C[C@H]1Oc2ccc(NC(=O)CCN3CCOCC3)cc2CC(=O)N([C@H](C)CO)C[C@H]1C | -5.7
11 | O=C(C[C@@H]1CC[C@H]2[C@@H](COC[C@@H](O)CN2Cc2ccc(Cl)cc2)O1)NCc1cccc(F)c1 | 4.9
12 | O=C(C[C@@H]1CC[C@@H]2[C@H](COC[C@H](O)CN2C(=O)Nc2ccc(Cl)c(Cl)c2)O1)NCc1ccc(F)cc1 | -0.9

no. | SMILES | Mtb BioA inh
13 | Cc1ccc(S(=O)(=O)N(C)C[C@@H]2Oc3ccc(NC(=O)Nc4ccccc4)cc3CC(=O)N([C@@H](C)CO)C[C@H]2C)cc1 | -1.7
14 | CO[C@@H]1CN(C)C(=O)c2ccc(NS(=O)(=O)c3cn(C)cn3)cc2OC[C@@H](C)NC[C@H]1C | -2.4
15 | C[C@H](CO)N1C[C@H](C)[C@H](CN(C)S(=O)(=O)c2ccc(Cl)cc2)OCCCC[C@H](C)Oc2ccc(NC(=O)NC3CCCCC3)cc2C1=O | -0.7
16 | OC(CSc1nc2ccccc2s1)CC(O)c1ccccc1 (stereo not given) | 4.5
17 | CCNC(=O)Nc1ccc2c(c1)C(=O)N(C)[C@@H]1CC[C@@H](CC(=O)NCC3CC3)O[C@@H]1CO2 | 4.8
18 | C[C@@H]1CCCCO[C@H](CN(C)Cc2ccc(Cl)c(Cl)c2)[C@H](C)CN([C@@H](C)CO)C(=O)c2cc(NS(=O)(=O)c3cn(C)cn3)ccc2O1 | 1.0
19 | C[C@H](CO)N1C[C@H](C)[C@@H](CN(C)Cc2cccc(C(=O)O)c2)Oc2ncc(-c3ccccc3F)cc2C1=O | -5.1
20 | C[C@H]1CN([C@@H](C)CO)S(=O)(=O)c2ccc(-c3ccc(F)cc3)cc2O[C@@H]1CN(C)S(C)(=O)=O | 5.7
21 | CC(C)NC(=O)N1[C@@H](CO)[C@@H]2c3ccccc3N(C(=O)Nc3cccc(Cl)c3)C[C@@H]21 | 4.5
22 | CCCNC(=O)C[C@@H]1CC[C@H]2[C@@H](COC[C@H](O)CN2C(=O)Nc2c(C)noc2C)O1 | -1.6
23 | CN1[C@H](C(=O)NC2Cc3ccccc3C2)[C@@H](CO)[C@@H]2Cn3c(ccc(-c4ccncc4)c3=O)[C@@H]21 | -2.1
24 | C[C@@H]1CN([C@@H](C)CO)C(=O)Cc2cc(NS(=O)(=O)c3ccc(Cl)cc3)ccc2O[C@@H]1CN(C)C(=O)Nc1ccc(C(F)(F)F)cc1 | -1.1

Another view of part of the listing above:
[15] C[C@H](CO)N1C[C@H](C)[C@H](CN(C)S(=O)(=O)c2ccc(Cl)cc2)OCCCC[C@H](C)Oc2ccc(NC(=O)NC3CCCCC3)cc2C1=O
  Mtb BioA inh = -0.7

[6] N#C[C@H]1[C@@H](c2ccc(C3=CCCCC3)cc2)[C@H](CO)N1C(=O)c1ccccn1
  Mtb BioA inh = 0.6

[22] CCCNC(=O)C[C@@H]1CC[C@H]2[C@@H](COC[C@H](O)CN2C(=O)Nc2c(C)noc2C)O1
  Mtb BioA inh = -1.6

(more compounds)
no. | SMILES | Mtb BioA inh
25 | CNC[C@H]1Oc2ccc(NS(=O)(=O)c3ccc(Cl)cc3)cc2CC(=O)N([C@H](C)CO)C[C@@H]1C | -1.7
26 | CC(=O)N(C)C[C@H]1Oc2ncc(-c3cccc(F)c3)cc2C(=O)N([C@@H](C)CO)C[C@H]1C | -0.2
27 | O=C(c1ccccc1)N1C[C@@H]2[C@H](c3ccccc31)[C@H](CO)N2C(=O)Nc1ccccc1Cl | 4.6
28 | N#C[C@H]1[C@@H](c2ccc(-c3cccc(F)c3)cc2)[C@@H](CO)N1C(=O)c1cccnc1 | 9.5
29 | CCCc1cn(CC[C@@H]2CC[C@@H](NS(=O)(=O)c3ccccc3Cl)[C@@H](CO)O2)nn1 | -0.1
30 | CCC(=O)N(C)C[C@H]1Oc2ncc(-c3ccc(C#N)cc3)cc2C(=O)N([C@H](C)CO)C[C@@H]1C | -2.1
31 | C[C@@H]1CN([C@H](C)CO)C(=O)c2cccc(NC(=O)c3cnccn3)c2O[C@H]1CN(C)Cc1ccc2c(c1)OCO2 | 0.1
32 | COc1ccc(S(=O)(=O)Nc2ccc3c(c2)CC(=O)N([C@@H](C)CO)C[C@@H](C)[C@@H](CN(C)S(=O)(=O)c2ccccc2)O3)cc1 | -1.8
33 | C[C@@H]1CN([C@H](C)CO)C(=O)c2c(c3ccccc3n2C)-c2ccccc2CO[C@H]1CN(C)C(=O)c1ccncc1 | -1.5
34 | Cc1ccc(S(=O)(=O)Nc2cccc3c2O[C@@H](CN(C)C(=O)NC(C)C)[C@H](C)CN([C@H](C)CO)C3=O)cc1 | -1.8
35 | C[C@@H]1CN([C@@H](C)CO)C(=O)c2cccc(NS(=O)(=O)c3cn(C)cn3)c2O[C@@H]1CN(C)Cc1ccc(C(F)(F)F)cc1 | 0.3
36 | CN1C(=O)c2cc(NC(=O)c3ccccc3)ccc2OC[C@@H]2O[C@@H](CC(=O)NC3CCCC3)CC[C@H]21 | 3.2

In the list so far, 3 have a cyano group:
no. | SMILES | Mtb BioA inh
6 | N#C[C@H]1[C@@H](c2ccc(C3=CCCCC3)cc2)[C@H](CO)N1C(=O)c1ccccn1 | 0.6
28 | N#C[C@H]1[C@@H](c2ccc(-c3cccc(F)c3)cc2)[C@@H](CO)N1C(=O)c1cccnc1 | 9.5
30 | CCC(=O)N(C)C[C@H]1Oc2ncc(-c3ccc(C#N)cc3)cc2C(=O)N([C@H](C)CO)C[C@@H]1C | -2.1

(continued)
no. | SMILES | Mtb BioA inh
37 | C[C@@H]1CN([C@H](C)CO)C(=O)Cc2cc(NC(=O)C3CCCCC3)ccc2O[C@@H]1CN(C)Cc1ccccc1 | 2.1
38 | CC(C)NC(=O)N(C)C[C@H]1OCCCC[C@H](C)Oc2ccc(NC(=O)Nc3ccccc3)cc2C(=O)N([C@@H](C)CO)C[C@H]1C | -2.6
39 | CCCNC(=O)N1C[C@H]2[C@@H](c3ccccc31)[C@H](CO)N2C(=O)Nc1ccccc1 | -2.4
40 | C[C@H]1CN([C@@H](C)CO)C(=O)c2cc(C3=CCCCC3)cnc2O[C@@H]1CN(C)Cc1ccccc1F | 1.3
41 | CNC(=O)C[C@@H]1CC[C@H]2[C@@H](COc3ccc(NC(=O)c4ccc(F)c(F)c4)cc3C(=O)N2C)O1 | 2.8
42 | C[C@@H]1CN([C@@H](C)CO)C(=O)c2cc(NC(=O)Nc3ccccc3)ccc2O[C@@H]1CN(C)Cc1ccc(C(F)(F)F)cc1 | -3.9
43 | C[C@@H]1CN([C@H](C)CO)C(=O)c2cc(NC(=O)Nc3ccc4c(c3)OCO4)ccc2O[C@H]1CN(C)Cc1ccc(Oc2ccccc2)cc1 | -0.8
44 | CC(=O)N(C)C[C@@H]1Oc2ncc(-c3ccc(C#N)cc3)cc2C(=O)N([C@@H](C)CO)C[C@@H]1C | 0.8
45 | CCS(=O)(=O)Nc1ccc2c(c1)C(=O)N(C)C[C@@H](OC)[C@@H](C)CN(C)[C@@H](C)CO2 | -2.3
46 | COc1ccccc1-c1ccc2n(c1=O)C[C@H]1[C@H](CO)[C@@H](C(=O)N[C@H](C)c3ccccc3)[C@@H]2N1C | -0.6
47 | COc1ccccc1NC(=O)N[C@H]1CC[C@@H](CCNS(=O)(=O)c2ccc(Cl)cc2)O[C@H]1CO | 0.4
48 | C[C@@H]1CN([C@@H](C)CO)C(=O)c2cccc(NS(C)(=O)=O)c2O[C@H]1CN(C)C(=O)NC1CCCCC1 | -2.6

no. | SMILES | Mtb BioA inh
49 | O=C(CC1CC1)Nc1ccc2c(c1)[C@@H]1C[C@@H](CC(=O)NC3CCCC3)O[C@H](CO)[C@@H]1O2 | -0.7
50 | O=C(C[C@@H]1C=C[C@H](NC(=O)C2CCC2)[C@@H](CO)O1)NCCCN1CCOCC1 | 1.7
51 | CCCNC(=O)N(C)C[C@@H]1Oc2ncc(C#CC3CCCCC3)cc2C(=O)N([C@H](C)CO)C[C@H]1C | -0.2
52 | COc1ccccc1S(=O)(=O)N[C@@H]1CC[C@@H](CC(=O)N2CCOCC2)O[C@H]1CO | -3.3
53 | CCCC(=O)Nc1ccc2c(c1)C(=O)N(C)[C@@H]1CC[C@@H](CC(=O)NCCc3ccncc3)O[C@@H]1CO2 | 0.3
54 | CCNC(=O)[C@H]1[C@H](CO)[C@H]2Cn3c(ccc(-c4ccccc4)c3=O)[C@@H]1N2C(=O)c1ccccn1 | 0.1
55 | CN1CCN(C(=O)C[C@@H]2CC[C@H]3[C@@H](COC[C@H](O)CN3Cc3cccc(-c4ccncc4)c3)O2)CC1 | -1.0
56 | O=C(CC1CC1)N1CC[C@@H]2[C@H]1c1cc(-c3cccc(F)c3)ccc1N[C@@H]2CO | -0.8
57 | CCNC(=O)[C@@H]1[C@@H](CO)[C@@H]2Cn3c(ccc(-c4cncnc4)c3=O)[C@@H]2N1C(=O)NC1CCCC1 | -2.4
58 | Cc1ccc(S(=O)(=O)N(C)C[C@@H]2OCCCC[C@@H](C)Oc3ccc(NC(=O)CCC(F)(F)F)cc3C(=O)N([C@@H](C)CO)C[C@H]2C)cc1 | 2.3
59 | COc1ccccc1S(=O)(=O)N[C@H]1CC[C@H](CC(=O)N2CCCCC2)O[C@H]1CO | -0.6
60 | C[C@H](CO)N1C[C@H](C)[C@H](CN(C)C(=O)Nc2cc(F)ccc2F)Oc2cc(-c3cccc(F)c3)ccc2S1(=O)=O | -3.4

no. | SMILES | Mtb BioA inh
61 | CCCNC(=O)[C@H]1[C@H](CO)[C@H]2Cn3c(ccc(C4=CCCC4)c3=O)[C@H]2N1C(=O)c1cnccn1 | 0.9
62 | O=C(NCC[C@H]1CC[C@H](NC(=O)C2CCC2)[C@@H](CO)O1)Nc1ccc(Cl)cc1 | 1.4
63 | CCC(=O)N(C)C[C@H]1Oc2ncc(C#C[C@@H](C)O)cc2C(=O)N([C@@H](C)CO)C[C@@H]1C | -1.5
64 | COc1ccc(S(=O)(=O)N[C@@H]2C=C[C@@H](CC(=O)N3CCN(c4ccccc4)CC3)O[C@H]2CO)cc1 | 1.7
65 | O=C(C[C@@H]1C[C@H]2c3cc(NC(=O)NC4CCCC4)ccc3O[C@H]2[C@H](CO)O1)NCc1ccc2c(c1)OCO2 | 0.7
66 | Cc1ccc(S(=O)(=O)N2CC[C@@H]3[C@H](CO)Nc4ccc(C#Cc5ccc(F)cc5)cc4[C@@H]32)cc1 | 1.1
67 | C[C@@H]1CN([C@H](C)CO)C(=O)CCCn2cc(nn2)CO[C@H]1CN(C)Cc1cccc2c1OCCCO2 | -1.9
68 | CO[C@@H]1CN(C)C(=O)c2cc(NC(=O)C3CCCC3)ccc2OC[C@H](C)N(C(C)=O)C[C@@H]1C | -0.2
69 | O=C(Nc1ccc2c(c1)[C@H]1C[C@@H](CC(=O)N3CCCCC3)O[C@@H](CO)[C@H]1O2)NC1CCCC1 | -0.7
70 | CC(C)NC(=O)Nc1ccc2c(c1)C(=O)N([C@@H](C)CO)C[C@@H](C)[C@H](CN(C)S(=O)(=O)c1cccs1)OCCCC[C@H](C)O2 | -0.7
71 | COc1ccccc1NC(=O)N[C@@H]1C=C[C@@H](CC(=O)NCc2ccc(Cl)c(Cl)c2)O[C@H]1CO | 1.4
72 | O=C(C[C@@H]1C[C@@H]2c3cc(NC(=O)Nc4ccccc4)ccc3O[C@@H]2[C@H](CO)O1)NCC1CC1 | 3.8

no. | SMILES | Mtb BioA inh
73 | CO[C@H]1CC[C@@H]2CCN(C)C(=O)C[C@H](c3ccccc3)CN(C)C(=O)c3cc(C#N)ccc3OC[C@H]1O2 | -0.2
74 | C[C@@H]1CN([C@@H](C)CO)C(=O)c2cccc(NC(=O)Nc3cccc4ccccc34)c2O[C@H]1CN(C)C(=O)Nc1ccc(F)cc1 | 0.7
75 | CO[C@H]1CN(C)C(=O)c2cc(NC(=O)c3cc(C)on3)ccc2OC[C@H](C)NC[C@H]1C | -0.4
76 | C[C@@H]1CN([C@H](C)CO)C(=O)c2cc(-c3ccc(C#N)cc3)cnc2O[C@H]1CN(C)C(=O)c1cccnc1 | -0.5
77 | CNC(=O)C[C@@H]1CC[C@@H]2[C@H](COC[C@@H](O)CN2Cc2ccc(C(F)(F)F)cc2)O1 | -1.2
78 | O=C(C[C@@H]1CC[C@@H](NC(=O)CN2CCOCC2)[C@H](CO)O1)NC1CCCCC1 | -2.3
79 | CN(C)CC(=O)N1[C@@H](C#N)[C@@H](c2ccc(C#CC3CCCC3)cc2)[C@@H]1CO | -1.9
80 | COc1cccc(NC(=O)N[C@H]2CC[C@H](CC(=O)N3CCOCC3)O[C@@H]2CO)c1 | 2.4
81 | O=C(C[C@@H]1C=C[C@H](NC(=O)Nc2ccccc2F)[C@@H](CO)O1)NCc1ccc(Cl)cc1 | 0.0
82 | CC(C)NC(=O)Nc1cccc2c1O[C@H](CN(C)C)[C@H](C)CN([C@@H](C)CO)C2=O | -0.7
83 | CC(=O)N1[C@H](CO)[C@@H]2c3ccccc3N(S(=O)(=O)c3ccccc3)C[C@@H]21 | -5.6
